Vif-APOBEC3G blk = qHTS for Inhibitors of Vif-A3G Interactions: qHTS | DNA dC->dU-editing enzyme APOBEC-3G (Homo sapiens), Q9HC16 | HeLa A3G-eYFP + Vif (tagged APOBEC3G with the HIV-1 protein that degrades it), YFP fluorescence, overnight | Potency, µM (doses to about 46.1 µM), inactives show at the top dose activity, negative = active, hits mostly inhibitors | 0.076% of 410,000 active;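 also: potency is read from the fitted curve at half-maximal effect; % is scaled to controls: 0 for no effect and ±100 for the full control effect; nearly all actives have a fitted effect of over 60% in size; hits raise eYFP signal because A3G escapes Vif-driven loss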
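Read-out is eYFP fluorescence (Ex 488/Em 500-530) from Vif-expressing HeLa A3G-eYFP cells; more signal means A3G escaped Vif-mediated degradation. Cells plated overnight, compound pinned in, incubated overnight at 37 deg C.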
LDHA inh = qHTS assay for inhibitors of human lactate dehydrogenase | L-lactate dehydrogenase A chain (Homo sapiens), P00338 | AID 1347041, 2019 | 0.15% of 480,000 active | purified LDHA, NADH/diaphorase-resazurin fluorescence; active compounds read low | activity change, % (values are at about 110 or 230 µM); in the data active = activity change below about -30%; inconclusive = mostly about -25% to -30%;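 also: plate controls were DMSO wells for no effect and wells without enzyme for full effect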
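LDH5 2 nM; NADH 0.06 mM, pyruvate 0.2 mM; 200 mM Tris pH 7.4, EDTA, Tween-20; 5 min RT. Detection: diaphorase 0.133 mg/mL + resazurin 37 µM, fluorescence ex540/em590 at 0 and 20 min; normalized to enzyme-free and DMSO wells.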
Vif-A3F inh = qHTS for Inhibitors of Vif-A3F Interactions: qHTS; 0.2% of 390,000 active; Potency, µM (doses to about 46.1 µM), inactives show at the highest dose activity, negative = active; AID 602313, 2012; HeLa A3F-eYFP + Vif (tagged APOBEC3F with the HIV-1 protein that degrades it), YFP fluorescence increase; also: potency is read from the fitted curve at half-maximal effect; % of control where 0% means no effect; nearly all actives have a fitted effect of over 65% in size
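Fluorescence increase (Ex 488/Em 500-530) after overnight compound treatment at 37 deg C flags inhibition of Vif-driven A3F-eYFP loss in stable HeLa A3F-eYFP/Vif cells seeded overnight beforehand.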
D1 potentiator = Potentiators of Human D1 Dopamine Receptor: qHTS | HEK293 TREx D1 cells, calcium flux, dopamine EC20 potentiation | potentiation, % at 10 µM | 0.036% of 360,000 active; in the data active = potentiation above about 30%; also: 0% is about no effect
D2 PAM = HTS Assay for Positive Allosteric Modulators of the Human D2 Dopamine Receptor: Primary Screen for Potentiators; HEK293 T-REx D2, calcium flux, EC20 dopamine potentiation; potentiation, % at 10 µM; 0.34% of 340,000 active;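 active = potentiation over 3 SD above the plate norm, cut at about 30% in these data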; also: 0% is about no effect
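Calcium flux readout, no-wash dye, 1 read/s. Inducible HEK293 Trex D2 line, overnight 30 C. Compound alone 180 s (agonist flags), then EC20 dopamine, another 180 s to score potentiation.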
Glioma ERSR ind = qHTS for Inducers of the Endoplasmic Reticulum Stress Response (ERSR) in Human Glioma: qHTS | U87-MG GRP78 promoter luciferase reporter, 16 h | Potency, µM, for inactives: top-dose activation, usual class: activators | 0.02% of 420,000 active; also: potency is read from the fitted curve at half-maximal effect; series mostly up to about 76 µM; % of control where 0% means no effect; nearly all actives have a fitted effect of over 35% in size
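Stably transfected U87-MG glioma cells carrying a GRP78-based luciferase sensor; 16 h compound incubation. Luminescence end-point read 10 min after Bright-Glo addition at room temperature.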
RXFP1 agonist = qHTS Assay for Agonists of the Relaxin Receptor RXFP1; HEK293T-RXFP1 cAMP TR-FRET, 30 min; response scale: percent of porcine relaxin response, buffer zero; Potency, µM (titrated, usually from 57.5 µM), inactives show top-dose activation, most hits filed as activators; 0.3% of 370,000 active; also: potency is read from the fitted curve at half-maximal effect; % is scaled to controls: 0 for no effect and ±100 for the full control effect; nearly all actives have a fitted effect of over 60% in size; many of its hits are not listed in these tables
Target sequence (Q9HBX9 whole entry, looked up): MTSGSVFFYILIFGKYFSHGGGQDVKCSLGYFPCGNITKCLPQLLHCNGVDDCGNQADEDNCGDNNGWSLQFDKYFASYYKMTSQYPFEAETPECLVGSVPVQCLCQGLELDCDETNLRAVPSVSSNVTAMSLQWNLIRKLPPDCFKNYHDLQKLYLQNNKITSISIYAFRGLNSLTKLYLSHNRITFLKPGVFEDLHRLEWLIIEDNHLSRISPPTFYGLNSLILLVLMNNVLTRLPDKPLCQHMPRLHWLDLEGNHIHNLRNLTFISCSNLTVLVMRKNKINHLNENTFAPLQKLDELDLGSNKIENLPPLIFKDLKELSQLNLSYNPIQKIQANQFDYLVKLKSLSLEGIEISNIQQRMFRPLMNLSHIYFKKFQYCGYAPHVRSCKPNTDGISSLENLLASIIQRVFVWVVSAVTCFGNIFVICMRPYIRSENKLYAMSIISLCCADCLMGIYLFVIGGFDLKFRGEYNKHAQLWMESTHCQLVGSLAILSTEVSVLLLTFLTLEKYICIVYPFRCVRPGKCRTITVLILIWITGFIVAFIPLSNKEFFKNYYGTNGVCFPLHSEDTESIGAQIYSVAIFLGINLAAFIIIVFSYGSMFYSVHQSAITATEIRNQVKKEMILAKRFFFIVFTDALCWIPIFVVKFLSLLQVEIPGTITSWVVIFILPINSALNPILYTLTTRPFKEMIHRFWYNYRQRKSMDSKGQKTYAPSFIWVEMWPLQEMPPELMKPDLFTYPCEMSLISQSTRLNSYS
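HEK293T cells stably expressing RXFP1 were pretreated with the PDE4 inhibitor Ro 20174, exposed to compounds for 30 min at 37C, lysed, and cAMP was read by TR-FRET. Data normalized to buffer (basal) and 29 nM porcine relaxin (100%).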
D1 ag = Allosteric Agonists of the Human D1 Dopamine Receptor: qHTS. D(1A) dopamine receptor (Homo sapiens), P21728. HEK293 T-REx D1 cells, calcium flux, agonist mode. activation, % at 2 µM. 1% of 360,000 active; in the data active = activation above about 30%; also: 0% is about no effect
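Inducible HEK293 T-REx D1 cells, force-coupled to calcium signalling, were plated at 4000 cells/well with tetracycline and held overnight at 30 C. After no-wash calcium dye loading, compound-evoked calcium rise over 180 s flagged agonists.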
D1 antag = Antagonist of Human D 1 Dopamine Receptor: qHTS; D(1A) dopamine receptor (Homo sapiens), P21728; HEK293 TREx D1 cells, calcium flux, dopamine EC80; active compounds read low; activity change, negative = inhibition, % at 10 µM; 3.2% of 360,000 active; AID 504652, 2011; in the data active = activity change below about -30%; also: % is scaled to controls: 0 for no effect and ±100 for the full control effect
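Compound effects on dopamine-evoked calcium signalling were measured in tetracycline-induced HEK293 Trex D1 cells. Dopamine at EC80 followed a 180 s compound pre-read, and fluorescence was tracked kinetically for 180 s more.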
* = called active by the depositor; ? = inconclusive; . = not tested or not shown; & = joins results of further samples. Unless noted, calls follow the shape of the dose curve; as a rule, active = well fitted curve in the direction sought with a large enough effect; inconclusive = small, poorly fitted or top-dose-only effect, or another doubt; inactive = no such curve, though single readings can be large; an effect the other way counts as inactive or inconclusive.

SMILES	Vif-APOBEC3G blk	LDHA inh	Vif-A3F inh	D1 potentiator	D2 PAM	Glioma ERSR ind	RXFP1 agonist	D1 ag	D1 antag
O=C(NNC(=O)c1cc(-c2ccc(Cl)cc2)nc2ccccc12)c1csc(N2CCOCC2)n1	1%	0	6%	-5	3	-3%	0.2%	2	10
COC(=O)c1ccccc1NC(=O)c1c(Br)cnn1C	-17%	-11	1%	-3	-4	-2%	0.1%	1	1
Cc1cc2oc3c(c(=O)c2cc1C)C(c1ccc(C(C)C)cc1)N(c1nc(C)c(C)s1)C3=O (configuration not stated)	-1%	1	0%	-4	-5	-3%	-4.0%	0	-17
CCOC(=O)Cn1ccc(NC(=O)COc2ccc(F)cc2)n1	-6%	1	3%	-8	.	-1%	-0.8%	0	14
O=C(Nc1ccc(S(=O)(=O)N2CCOCC2)cc1)c1ccc(Cl)cc1Cl	2%	-4	-1%	-2	5	-2%	-0.1%	10	-18
N=c1c2c(n(Cc3ccc(F)cc3)c3c1CCC3)CCCC2	-6%	-7	-3%	-9	-5	-3%	0.3%	3	-30*
COc1ccc(CCNC(=O)c2c[nH]c3ccc(F)cc3c2=O)cc1OC	-1%	0	1%	1	18	1%	0.6%	3	-4
Cc1ccc(CNC(=O)Cn2nnc3ccccc3c2=O)cc1	0%	-6	11%	-5	.	-1%	-0.4%	1	-2
CS(=O)(=O)N1CCCC(C(=O)NCCc2ccc(Cl)cc2)C1 (configuration not stated)	-8%	-1&4	-8%	-1	6	-2%	-0.7%	5	-3
CC1CCCN(C(=O)c2ccc3c(c2)OCO3)C1 (configuration not stated)	3%	-2	-2%	1	-1	1%	0.0%	0	6
Cc1c(Cl)cccc1NC(=O)Cn1c(CCC(=O)O)ccc1-c1ccc(Cl)cc1	0%	-2	?	3	-1	0%	-0.7%	1	-7
C=CCn1c(SCC(=O)NCC)nnc1-c1cc2c(s1)CCC(CC)C2 (configuration not stated)	1%	-3	5%	-3	8	2%	-0.7%	3	0
CCOC(=O)C(=O)N1CCN(c2nc(-c3ccc(Cl)cc3)cs2)CC1	-1%	-1	-16%	-7	10	0%	-0.2%	-1	-3
O=C(COC(=O)c1ccncc1)Nc1cccc2ccccc12	0%	2	0%	.	.	0%	.	.	.
CC(=O)Nc1ccc(S(=O)(=O)N2CCN(S(=O)(=O)N3CCC(C)CC3)CC2)cc1	1%	-1	8%	2	12	-1%	-1.9%	4	4
CCC(=O)N(C)CCc1cc2c(c(OC)c1/C=N/Nc1ccc(C(=O)O)cc1)OCO2	2%	6	6%	-4	11	-2%	4.0%	0	1
O=C(O)CC(c1cccc2ccccc12)N1Cc2ccccc2C1=O (configuration not stated)	1%	-4	-15%	-2	14	-3%	-0.3%	2	7
Cc1sc2nc(CSc3ccc([N+](=O)[O-])c(C(F)(F)F)c3)[nH]c(=O)c2c1C	-11%	-3	?	6	1	0%	0.8%	6	11
COc1ccc(NC(=O)c2cc(C3CC3)nc3c2c(C)nn3-c2ccccc2)cc1OC	-3%	-2	-5%	-4	1	-5%	5.6%	2	2
Cn1c(CC(=O)Nc2ccc(F)cc2)nnc1SCC(=O)Nc1nncs1	1%	-3	-4%	-1	-3	-4%	1.9%	3	3
COc1ccc2nc(NC(=O)c3nc(S(=O)(=O)Cc4ccccc4F)ncc3Cl)sc2c1	?	-2	-4%	-1	-2	-9%	-1.1%	1	-25
CCOc1cc(/C=C2\C(=O)N(Cc3ccc(C)cc3)C(C)=C2C(=O)OC)ccc1O	-21%	34	?	2	-1	?	2.0%	2	5
CN1C(C(=O)NCc2cccc(C(F)(F)F)c2)CC2Cn3c(nc4cc5ccccc5cc43)C21 (configuration not stated)	2%	-1	1%	-6	7	-1%	-1.4%	1	1
CCN(C(=O)COC(=O)c1c2c(nc3ccccc13)/C(=C/c1ccccc1)CC(C)C2)C1CCS(=O)(=O)C1 (configuration not stated)	-14%	6	0%	8	-1	-1%	1.4%	4	2
CCN1CCN(c2nc(Nc3cccc(C)c3)nc(N)c2[N+](=O)[O-])CC1	0%	-4	-12%	-5	-18	-2%	0.4%	1	-3
Cc1ccc(N2CC(C(=O)NCCC3=CCCCC3)CC2=O)cc1 (configuration not stated)	-2%	-1	11%	-3	13	-4%	0.3%	-1	3
COc1cc(C(=O)NC2CCCc3ccccc32)ccc1OCC(=O)Nc1ccc(F)cc1 (configuration not stated)	0%	-3	2%	-3	-8	3%	-0.5%	11	8
COc1ccc(Cl)cc1NC(=O)C/C(C)=N/NC(=O)COc1ccc(C)cc1	0%	1	-9%	-3	12	-3%	2.1%	3	10
CC(C)(O)c1cc2ccccc2c(=O)o1	0%	-11	-13%	.	.	-4%	.	.	.
N=c1ccn2c(n1)O[C@H]1[C@H](O)[C@@H](CO)O[C@H]12	3%	0	12%	-2	-6	-3%&2%&-3%	-0.1%	2	15
CCCn1c2ccccc2c2cnn(CC(=O)NCC3CCN(Cc4ccc(C)cc4)CC3)c(=O)c21	1%	4	-10%	0	-17	-3%	3.1%	32*	-18
C=CCN(Cc1cccs1)C(=O)COc1ccc2c(c1)OCO2	-1%	-4	4%	.	.	0%	.	.	.
O=C(Cn1cnc2c(nnn2Cc2ccc(F)cc2)c1=O)N1CCCc2ccccc21	1%	0	2%	-6	-6	-1%	0.1%	1	-1
CCN1CCN(C(=O)c2ccc3c(c2)N(Cc2cccc(F)c2)C(=O)c2ccccc2S3)CC1	1%	1	-5%	-4	-11	-3%	0.6%	2	-1
O=C1NCCN(Cc2ccoc2)C1CC(=O)N(CCO)Cc1ccccc1 (configuration not stated)	1%	8	3%	-1	-5	-3%	0.6%	1	-13
COC(=O)c1cc(NC(=O)c2c(Cl)cnn2C)cc(C(=O)OC)c1	2%	-5	-23%	1	-25	-1%	6.6%	2	-2
N#Cc1ncc(C(F)(F)F)cc1Oc1cccnc1	2%	1	7%	-3	1	-4%	2.0%	2	1
COc1cccc(C2C(C(N)=O)=C(C)Nc3nc(CCCO)nn32)c1OC (configuration not stated)	0%	-1	1%	-3	7	-5%	-1.9%	0	6
Cc1nc2ccc(S(=O)(=O)NC(C(=O)NCc3ccccc3Cl)C(C)C)cc2s1 (configuration not stated)	0%	-6	1%	-3	-5	-1%	4.6%	-1	19
COc1ccccc1CNC(=O)c1ccc(NC(=O)CC2SC(N3CCCC3)=NC2=O)cc1 (configuration not stated)	-5%	-11	-1%	.	.	0%	.	.	.

Whole records as entered above.
`O=C1NCCN(Cc2ccoc2)C1CC(=O)N(CCO)Cc1ccccc1` (configuration not stated) across the screens: Vif-APOBEC3G blk = 1%; LDHA inh = 8; Vif-A3F inh = 3%; D1 potentiator = -1; D2 PAM = -5; Glioma ERSR ind = -3%; RXFP1 agonist = 0.6%; D1 ag = 1; D1 antag = -13
`COC(=O)c1cc(NC(=O)c2c(Cl)cnn2C)cc(C(=O)OC)c1` across the screens: Vif-APOBEC3G blk = 2%; LDHA inh = -5; Vif-A3F inh = -23%; D1 potentiator = 1; D2 PAM = -25; Glioma ERSR ind = -1%; RXFP1 agonist = 6.6%; D1 ag = 2; D1 antag = -2

The list continues.
SMILES	Vif-APOBEC3G blk	LDHA inh	Vif-A3F inh	D1 potentiator	D2 PAM	Glioma ERSR ind	RXFP1 agonist	D1 ag	D1 antag
CC(C)c1ccc(/C=C2\SC(N3CCCC3)=NC2=O)cc1	-5%	1	-12%	-3	9	8%	0.9%	3	5
Cc1oc2c(C)c3oc(=O)c(CC(=O)N[C@@H](CCCNC(N)=O)C(=O)O)c(C)c3cc2c1C	-2%	-17	-6%	6	.	-2%	16%	1	4
Cc1ccc2c(cnn2C(=O)CCC(=O)NCc2cccc(Br)c2)c1	4%	-5	2%	-1	8	0%	4.5%	1	-17
CCn1c2ccccc2c2cc(NC(=O)COC(=O)c3ccccc3F)ccc21	-22%	-5	2%	0	-8	-7%	25%	-1	-11

Random excerpt: 3 entries already listed
SMILES	Vif-APOBEC3G blk	LDHA inh	Vif-A3F inh	D1 potentiator	D2 PAM	Glioma ERSR ind	RXFP1 agonist	D1 ag	D1 antag
Cc1cc2oc3c(c(=O)c2cc1C)C(c1ccc(C(C)C)cc1)N(c1nc(C)c(C)s1)C3=O (configuration not stated)	-1%	1	0%	-4	-5	-3%	-4.0%	0	-17
C=CCn1c(SCC(=O)NCC)nnc1-c1cc2c(s1)CCC(CC)C2 (configuration not stated)	1%	-3	5%	-3	8	2%	-0.7%	3	0
CC(C)(O)c1cc2ccccc2c(=O)o1	0%	-11	-13%	.	.	-4%	.	.	.

Assay outcomes deposited in PubChem by National Center for Advancing Translational Sciences (NCATS).

An excerpt; rates above refer to the full screens.
